Bioassay records from PubChem.
ERa SRC1 pot: enhances coactivator binding to human estrogen receptor alpha. P03372. TR-FRET ERalpha-LBD/SRC-Cy5 coactivator binding, 2 h; 100 = basal binding, no effect. coactivator binding (% of control), % at 25.6 µM. 86,000 tested, 1.3% active. AID 639; in the data active means activity above about 200%;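 further: binding measured in presence of low estradiol as agonist stimulus; 0% = peptide alone without receptor and 100% = receptor with peptide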
sEH act: activators of human soluble epoxide hydrolase | purified human sEH enzymatic activity, activator screen | activation, % at 2 µM | 91,000 tested, 0.04% active; in the data active means activation above about 37%; further: values of inactives mirror those of a sister screen read the other way
Target sequence (P34913 whole entry, looked up): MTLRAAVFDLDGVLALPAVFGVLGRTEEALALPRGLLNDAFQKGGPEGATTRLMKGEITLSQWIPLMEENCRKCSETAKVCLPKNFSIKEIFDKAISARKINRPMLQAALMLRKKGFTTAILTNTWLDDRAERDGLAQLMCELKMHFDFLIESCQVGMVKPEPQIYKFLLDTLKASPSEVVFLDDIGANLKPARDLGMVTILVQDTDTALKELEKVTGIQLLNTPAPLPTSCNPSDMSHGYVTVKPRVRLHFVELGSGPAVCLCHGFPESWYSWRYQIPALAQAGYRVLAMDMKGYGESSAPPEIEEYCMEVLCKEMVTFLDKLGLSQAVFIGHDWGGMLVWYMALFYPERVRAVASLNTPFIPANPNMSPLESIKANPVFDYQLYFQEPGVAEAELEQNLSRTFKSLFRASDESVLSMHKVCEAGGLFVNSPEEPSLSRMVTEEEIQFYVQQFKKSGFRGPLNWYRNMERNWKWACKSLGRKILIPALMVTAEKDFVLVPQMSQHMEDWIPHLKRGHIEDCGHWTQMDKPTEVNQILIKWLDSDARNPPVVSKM
HUVEC prolif 384: inhibitors of human endothelial cell proliferation | HUVEC proliferation, CellTiter-Glo luminescence, 72 h; hits give low values | viability, % at 10 µM (by protocol) | 86,000 tested, 1.1% active | AID 648;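 active means viability at or below 30%; inactive means viability above 30%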;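 further: 100% = median luminescence of DMSO-only cell control wells on each plate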
ERb coact inh: ER-beta (human) coactivator binding inhibition; inhibition, % at 25.6 µM; 86,000 tested, 1.3% active; TR-FRET ER-beta LBD / SRC1-Cy5 peptide binding; receptor agonist-loaded with 1 µM estradiol; Q92731;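 active means compounds whose percent inhibition of the receptor-coactivator binding signal exceeds about 50% in the single-dose screen, limit read from the data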;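 further: 0% = receptor plus peptide wells without compound and 100% = peptide-only wells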
Target sequence (Q92731 whole entry, looked up, the tested form may be a part): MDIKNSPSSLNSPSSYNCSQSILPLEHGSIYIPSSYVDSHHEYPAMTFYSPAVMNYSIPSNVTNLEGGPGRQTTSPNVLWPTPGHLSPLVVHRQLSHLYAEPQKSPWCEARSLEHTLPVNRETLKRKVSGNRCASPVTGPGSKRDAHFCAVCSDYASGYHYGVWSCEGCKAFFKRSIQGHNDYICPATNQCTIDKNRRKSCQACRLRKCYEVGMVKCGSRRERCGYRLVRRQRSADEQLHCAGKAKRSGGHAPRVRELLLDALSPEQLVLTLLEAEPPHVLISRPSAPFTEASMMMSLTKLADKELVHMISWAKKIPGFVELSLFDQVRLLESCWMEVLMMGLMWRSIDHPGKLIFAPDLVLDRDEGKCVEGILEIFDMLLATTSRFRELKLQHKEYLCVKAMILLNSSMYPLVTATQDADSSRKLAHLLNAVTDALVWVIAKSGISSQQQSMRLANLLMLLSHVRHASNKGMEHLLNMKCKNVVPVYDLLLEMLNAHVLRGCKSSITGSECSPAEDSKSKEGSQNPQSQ
Fibroblast inh: blocks proliferation of human lung fibroblasts; LL 47 human lung fibroblast viability, ATP luminescence; hits give low values; AID 719; viability, % at 10 µM; 85,000 tested, 1.1% active;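 active means viability at or below 50% in the single dose screen; inactive means viability above 50%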;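 further: compound exposure lasted 72 h before the ATP readout; 100% = median luminescence of untreated cell-only wells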
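Material: human lung fibroblast line LL 47, low passage; Evaluation: viability percentage against median untreated-cell control; Buffer or medium: 15% FBS in IMEM; Incubation: 72 h compound exposure at 37 °C after overnight plating; Dosing: 0.1% DMSO in all compound wells; Measured by: CellTiter-Glo luminescence.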
H69AR growth 86K: blocks growth of human H69AR lung tumor cells | H69AR lung tumor viability, ATP luminescence, 72 h; hits give low values | 85,000 tested, 6% active | viability, % at 10 µM;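 active means viability at or below 40%; inactive means viability above 40%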;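 further: multidrug resistant small cell line overexpressing MRP-1 efflux transporter; 100% = mean luminescence of untreated control wells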
ERa coact inh: ER-alpha (human) coactivator binding inhibition; P03372; TR-FRET ER-alpha LBD / SRC-1 peptide, estradiol-bound; inhibition, % at 25.6 µM; 86,000 tested, 1.7% active; in the data active means inhibition above about 50%;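 further: 0% = receptor plus peptide control and 100% = peptide only without receptor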
Candida biofilm: kills Candida albicans biofilms; inhibition, % at 6 µM; C. albicans biofilm + clotrimazole, Alamar Blue; 85,000 tested, 0.14% active;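 active means inhibition above 20%; inactive means inhibition below 20%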;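 further: preformed 24 hr biofilms exposed to compound for 48 hr; 0% = biofilm without compound and 100% = blank killed by clotrimazole plus chlorhexidine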
Smad3 FoxH1 inh: Smad3 (human) transcription factor binding inhibition. inhibition, % at 25 µM. 88,000 tested, 0.29% active. P84022. TR-FRET Smad3/Dy647-FoxH1 peptide binding, europium anti-His;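 active means compounds that reduce the energy-transfer binding signal between the protein and its labelled peptide by more than half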;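 further: 0% = Smad3 plus labelled peptide maximal FRET and 100% = peptide-only background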
The depositor's hits bear a star; · = no result given; [ ] = remark or other dose.

SMILES	ERa SRC1 pot	sEH act	HUVEC prolif 384	ERb coact inh	Fibroblast inh	H69AR growth 86K	ERa coact inh	Candida biofilm	Smad3 FoxH1 inh
O=C(CSC1=NC(=O)C(c2ccccc2)C(=O)N1)Nc1cccc(Cl)c1 (stereo not drawn)	109	2	85	0[fluorescence artefact?]	104	94	9[fluorescence artefact?]	3	14
CN(C)S(=O)(=O)CC12CCC(CC1=O)C2(C)C (stereo not drawn)	99	7	97	-5[fluorescence artefact?]	97	100	-6	4	10[fluorescence artefact?]
Cc1cc(C(=O)Nc2cccnc2Cl)on1	109	-4	102	-6	111	100	-7	6	2
C/C(=N/O)c1cc(C(C)(C)C)c(O)c(C(C)(C)C)c1	89	15	98	-13	82	87	-8	5	5
CCC1CCc2c(sc3ncnc(N4CCOCC4)c23)C1 (stereo not drawn)	108	0	64	-3	82	82	-5	8	1
CCOc1ccc(OCC)c(NC(=O)c2[nH]c(C)c(C(C)=O)c2C)c1	249*[fluorescence artefact?]	0	87	38[fluorescence artefact?]	97	100	54*[fluorescence artefact?]	6	-6[fluorescence artefact?]
Cn1c(=O)c2c(n3cnnc13)-c1ccccc1CC21CCCC1	110	3	108	0	100	85	-5	5	-8
C[C@@H]1C[C@H](O)c2cc(Cl)ccc2N1	101	12	97	-6	101	80	-3	-4	4
Cc1cc(=O)n(CC(C)C)c(O)c1C#N	113	-6	94	-1	101	95	-10	-3	0
O=C(Cn1cc2c(n1)CCCC2)Nc1cc(-c2cccc(Cl)c2)no1	89	·	107	0[fluorescence artefact?]	99	90	0	8	9
COCCCNC(=O)c1c(N)n(-c2cccc(S(N)(=O)=O)c2)c2nc3ccccc3nc12	120	8	88	3	98	54	5	6	8
CCCCC(C(=O)NC(=O)NCc1ccccc1)N1C(=O)c2ccccc2C1=O (stereo not drawn)	112	6	108	3	96	108	-1	1	8
O=C(CC(c1ccc(F)cc1)c1ccco1)N1CCOCC1 (stereo not drawn)	108	-1	82	-4	89	49	0	7	2
COc1ccc(-n2cnnc2SCC(=O)NCc2cccs2)cc1	104	-5	100	-9	96	89	-6	7	-7
Cc1ccc(C(OC(=O)c2ccco2)C(=O)NCc2cccs2)cc1 (stereo not drawn)	118	-5	86	4[fluorescence artefact?]	90	93	3[fluorescence artefact?]	4	-4
Cc1ccc(S(=O)(=O)N2CCCC(NC(=O)N3CCN(c4ccccc4)CC3)C2)cc1 (stereo not drawn)	117	-9	113	6	98	105	3	5	5
O=C(Nc1ccc(O)cc1)c1cc(S(=O)(=O)N2CCCC2)ccc1Cl	78	-6	101	0[fluorescence artefact?]	99	97	0	7	10[fluorescence artefact?]
CCOC(=O)c1cccc(NC(=O)CSc2nc3ccccc3c(=O)n2CCOC)c1	98	·	89	21[fluorescence artefact?]	95	59	12[fluorescence artefact?]	5	16
COc1ccc(C2C(C(=O)N3CCCCC3)CC(=O)N2c2ccc(OC)cc2)cc1 (stereo not drawn)	112	-4	103	2	101	78	0	4	7
CC(C)(C)n1nnnc1CN1CCSCC1	110	-4	102	-8	102	93	-2	6	12
CCOc1ccc(S(=O)(=O)N2CCN(c3ccccc3OC)CC2)c2cccnc12	99	-6	100	19	87	79	8	7	6
CC(C)c1ccc(NC(=O)C2CC(=O)N=C(N)S2)cc1 (stereo not drawn)	103	-10	97	-3	102	95	-1[fluorescence artefact?]	4	-6
CCO/C=C/C(=O)N(C)CCC#N	128	12	100	17	101	82	-7	·	-10
N#Cc1nc(COc2cccc(Cl)c2)oc1NCc1ccco1	57[fluorescence artefact?]	14	93	35[fluorescence artefact?]	92	96	21[fluorescence artefact?]	13	-5
CCN1CCN(S(=O)(=O)c2ccc3[nH]c(=O)oc3c2)CC1	112	-7	90	-7[fluorescence artefact?]	93	96	-1	10	-9
Cc1oc(-c2ccccc2F)nc1CN1CCC(C(=O)NC2CCCCCCC2)CC1	110	-91	68	-7	96	73	-8	5	-3[fluorescence artefact?]
O=C(COC(=O)c1cccnc1Cl)c1ccc(Cl)cc1Cl	98	·	93	3[fluorescence artefact?]	100	88	1	7	2
CCOc1ccc(C2C=C(c3ccc(F)cc3)Nc3ncnn32)cc1 (stereo not drawn)	113[fluorescence artefact?]	-1	100	-4	96	94	0	8	11
CS(=O)(=O)N(CC(=O)NCC1CCCO1)c1cc(Cl)ccc1Cl (stereo not drawn)	108	·	108	0	92	104	-6	5	4
COCc1nnc(NC(=O)c2sc3ccccc3c2Cl)s1	131	-6	87	-1	96	92	-1	1	0
NC(=O)C1CCN(C2OC(=O)c3ccccc32)CC1 (stereo not drawn)	104	-6	87	-6	91	92	-3	10	3
COc1ccc2c(C)nc(Nc3nc(C)c(C)c(=O)[nH]3)nc2c1	99	16	14*	13[fluorescence artefact?]	13*	31*	6	-8	-3
COc1ccccc1N1CCN(C(=O)C2C3C=CC4(CN(Cc5ccccc5Cl)C(=O)C24)O3)CC1 (stereo not drawn)	113	3	94	-7	102	·	-4	-5	-7
CC(=O)c1ccc(NS(=O)(=O)c2cccc(C)c2)cc1	72	-8	98	8	101	103	16	2	7
CCC(c1nnnn1C1CCCC1)N1CCN(Cc2ccccc2)CC1 (stereo not drawn)	123	-8	95	0	98	80	2	15	0
CCOc1ccccc1NC(=O)NC1(C(=O)N2CCN3CCCC3C2)CCCCC1 (stereo not drawn)	92[fluorescence artefact?]	·	92	2[fluorescence artefact?]	101	94	-6[fluorescence artefact?]	3	-14
CN(c1ccccc1C(=O)Nc1cccc(C(F)(F)F)c1)S(C)(=O)=O	123	-7	90	-13	98	98	-5	11	-1
Cc1csc(/C(=N\O)c2csc(C)n2)n1	103	5	92	-4[fluorescence artefact?]	95	86	8	9	11
Cc1ccc(S(=O)(=O)NC(C)C(c2cccs2)N2CCN(c3ccccc3)CC2)cc1 (stereo not drawn)	108[fluorescence artefact?]	-6	92	8[fluorescence artefact?]	86	91	-3	11	-2
O=C(CCCCCN1C(=O)c2ccccc2C1=O)NCc1ccccn1	104	-1	89	6[fluorescence artefact?]	98	86	7[fluorescence artefact?]	4	4
CC(=O)N1CCN(c2ccc(NC(=O)c3ccc(C(C)(C)C)cc3)cc2)CC1	105[fluorescence artefact?]	5	51	-20	97	34*	-32	9	-2
Cc1c(NC(=O)c2cnn3c2NC(c2ccccc2)CC3C(F)(F)F)c(=O)n(-c2ccccc2)n1C (stereo not drawn)	135[fluorescence artefact?]	8	98	-2[fluorescence artefact?]	106	108	3[fluorescence artefact?]	4	2
O=C(NC1CC1)C1CC(=O)N(C2CCCCC2)C1 (stereo not drawn)	111[fluorescence artefact?]	-5	92	2	98	99	-4	7	9
O=C(Cn1nnc(-c2ccc(OCc3ccccc3F)cc2)n1)N1CCOCC1	146	2	100	6	105	95	9	1	-4
Cc1ccc(C=NCc2ccncc2)c(O)c1	84	·	94	1	98	93	10	·	-3

Rewritten as a markdown table: part of the list above
| mol | ERa SRC1 pot | sEH act | HUVEC prolif 384 | ERb coact inh | Fibroblast inh | H69AR growth 86K | ERa coact inh | Candida biofilm | Smad3 FoxH1 inh |
| --- | --- | --- | --- | --- | --- | --- | --- | --- | --- |
| O=C(Cn1nnc(-c2ccc(OCc3ccccc3F)cc2)n1)N1CCOCC1 | 146 | 2 | 100 | 6 | 105 | 95 | 9 | 1 | -4 |
| Cc1c(NC(=O)c2cnn3c2NC(c2ccccc2)CC3C(F)(F)F)c(=O)n(-c2ccccc2)n1C (stereo not drawn) | 135[fluorescence artefact?] | 8 | 98 | -2[fluorescence artefact?] | 106 | 108 | 3[fluorescence artefact?] | 4 | 2 |
| O=C(CCCCCN1C(=O)c2ccccc2C1=O)NCc1ccccn1 | 104 | -1 | 89 | 6[fluorescence artefact?] | 98 | 86 | 7[fluorescence artefact?] | 4 | 4 |
| CC(=O)N1CCN(c2ccc(NC(=O)c3ccc(C(C)(C)C)cc3)cc2)CC1 | 105[fluorescence artefact?] | 5 | 51 | -20 | 97 | 34* | -32 | 9 | -2 |
| Cc1ccc(S(=O)(=O)NC(C)C(c2cccs2)N2CCN(c3ccccc3)CC2)cc1 (stereo not drawn) | 108[fluorescence artefact?] | -6 | 92 | 8[fluorescence artefact?] | 86 | 91 | -3 | 11 | -2 |

Carrying on.
SMILES	ERa SRC1 pot	sEH act	HUVEC prolif 384	ERb coact inh	Fibroblast inh	H69AR growth 86K	ERa coact inh	Candida biofilm	Smad3 FoxH1 inh
CCN(c1ccccc1)S(=O)(=O)c1cc(C(=O)O)ccc1C	12[fluorescence artefact?]	-3	89	74*	97	88	76*	7	15
CCC(C)[C@H](NC(=O)NCc1ccco1)C(=O)O (stereo partly drawn)	114	0	76	-4	105	96	-17	-9	5
CCC(C)(C)n1nnnc1C(c1cccnc1)N1CCN(c2cccc(C(F)(F)F)c2)CC1 (stereo not drawn)	98	3	88	-7[fluorescence artefact?]	94	78	-2	4	9
COc1ccc2c(-c3cccnc3)cc(=O)[nH]c2c1	106[fluorescence artefact?]	14	91	-1	104	86	1	5	-14
COc1ccc(C2(C)NC(=O)N(CC(=O)Nc3ccc4c(c3)OCO4)C2=O)cc1OC (stereo not drawn)	79[fluorescence artefact?]	7	81	-8	97	85	-14	4	0[fluorescence artefact?]
COc1ccc(OC)c(C2C(C#N)=C(N)Oc3cc(C)[nH]c(=O)c32)c1 (stereo not drawn)	105	0	101	-9	89	95	-3	7	-1
O=C(NCc1ccc2c(c1)OCO2)C1CC(c2ccc(Cl)cc2)=NO1 (stereo not drawn)	101	-8	95	-9	105	105	0	1	-13
Cc1ccc2[nH]c3c(c2c1)CCC3=O	120	-6	32	-6	106	96	-1	5	0
CCNC(=O)CCn1nc(-c2ccc(Cl)cc2)c2ccccc2c1=O	114	20	79	-5	91	69	1	2	5[fluorescence artefact?]
CC(=O)CCn1c(=O)n(CCC(C)=O)c(=O)n(CCC(C)=O)c1=O	103[fluorescence artefact?]	4	94	5[fluorescence artefact?]	104	86	0[fluorescence artefact?]	-4	-13
COC(=O)c1c(N)n(-c2ccc(NC(C)=O)cc2)c2nc3ccccc3nc12	102	·	104	17	98	89	10	-5	-5
Cc1nnc(SCCn2c(Br)nc3c2c(=O)[nH]c(=O)n3C)s1	110	·	103	-2	99	94	-4	4	-10
CCC(=O)c1ccc(OCC(O)CN2CCOCC2)cc1 (stereo not drawn)	108	-2	84	-7	94	90	-12	7	-1
CN(CCO)C(=O)CCC(=O)Nc1ccc(S(N)(=O)=O)cc1	102	6	102	12[fluorescence artefact?]	103	92	9	10	-18
O=C(c1ccccc1F)N1CCN(c2ccccc2)CC1	107	13	86	1	98	90	-9	3	3
Cc1ccc(NC(=O)c2nccnc2C(=O)O)cc1C	110	3	108	-1	97	93	-9	8	-3
Cc1cc(C)n2c(SCC#N)nnc2n1	103	·	99	-4	94	95	0	3	-3
CCOC(=O)c1[nH]c2ccccc2c1NC(=O)C(C)(C)C	104	16	95	-6	91	98	-1	-2	12
CCCn1c(CCc2ccccc2)nnc1SCC(=O)N1CCOCC1	108	-3	97	-5	100	98	-2[fluorescence artefact?]	-4	-4
O=C(Cn1c(=O)n(Cc2ccc3c(c2)OCO3)c(=O)c2ccccc21)N1CCCc2ccccc21	152	0	76	10[fluorescence artefact?]	83	87	22[fluorescence artefact?]	6	5
CN1/C(=C\C(=O)c2cccs2)Sc2ccccc21	114	12	71	0	81	40*	1	6	8
Cn1cnc2c1c(=O)n(CC(O)CO)c(=O)n2C (stereo not drawn)	108	7	112	-9	100	102	-4	10	2
COc1cc(/C=N/NC(=O)CCc2c(C)n[nH]c2C)ccc1O	113	2	99	-9	107	96	-10	7	9
CCC(=O)NCCn1ccc2ccccc21	113	0	100	-4	94	98	-8	9	11
CC(/C=C/c1ccccc1)NC(N)=O (stereo not drawn)	84	-3	93	5	·	86	3	9	-14
COC(=O)c1oc2c(c1C)C1(CCC2)SCCS1	107	-2	88	-24	87	37*	-26	1	3[fluorescence artefact?]

Some of the compounds tested (hit frequency here may not be typical).
